# GLS inh: blocks human kidney-isoform glutaminase activity; 0.21% of 410,000 active; Potency, µM (highest dose often 45.5 µM), inactives show top-dose activity change, negative = inhibition, usual class: inhibitors; GLS enzymatic activity, qHTS titration; AID 624170; O94925; note: % is set by controls: 0 for no effect and ±100 for the full control effect
#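 Assay buffer: 45 mM KH2PO4 pH 8.2, 0.02% Tween-20. hKGA acts on L-glutamine (1 mM solution added); product glutamate is reported by an oxidase/peroxidase Amplex Red coupling, with fluorescence taken at baseline and 30 min.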
# TrxR1 inh: inhibitors of rat thioredoxin reductase 1; AID 588453; recombinant rTrxR1, NADPH fluorescence consumption, selenite substrate; Potency, µM (series often up to 114 µM), for inactives: at the highest dose activity change, negative = inhibition, most hits filed as inhibitors; 1% of 390,000 active; note: % is set by controls: 0 for no effect and ±100 for the full control effect; nearly all actives have a fitted effect of over 65% in size
#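 Rat TrxR1 (90 nM in the dispensed reagent) was pre-reduced with 400 uM NADPH for 5 min at room temperature, then incubated with compound for 15 min. After 400 uM selenite was added, NADPH fluorescence (Ex 340/Em 450 nm) was followed for 8 min.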
# ERG Ets-DNA blk: inhibitors of human ERG Ets domain-DNA interaction; P11308; fluorescence polarization, His-ERG Ets domain / labelled DNA; Potency, µM (doses to about 76.9 µM), for inactives: top-dose FP activity, negative = inhibition, actives largely listed as inhibitors; 0.028% of 370,000 active; AID 624246; active = well fitted inhibition curve with a large enough effect in the polarisation, with a control signal flat; inconclusive = small, poorly fitted or top-dose-only effect, or effect the other way, or a change in a side signal; inactive = no such curve, though single readings can be large or run the other way; the % refers to the polarisation;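 note: polarization taken with two DNA probes labelled with fluorescein and Texas red; % of control where 0% means no effect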
#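 His-tagged ERG Ets domain (1 uM in the protein solution; 300mM KCl, 50mM Tris-HCl, 1mM EDTA, 1mM DTT, pH 7.5) received compound, then a probe mix of 5 nM fluorescein-DNA and 100nM Texas-615-DNA. Fluorescence polarization was read for both dyes.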
# JMJD2A Tudor inh: inhibitors of human JMJD2A Tudor domain; O75164; AlphaScreen JMJD2A-Tudor / H3K4me3 peptide binding; Potency, µM (top dose mostly 114 µM), without a hit: at the highest dose activity change, negative = inhibition, hits mostly inhibitors; 4.4% of 390,000 active; AID 504339; note: % is set by controls: 0 for no effect and ±100 for the full control effect; nearly all actives have a fitted effect of over 50% in size
# Target sequence (O75164 whole entry, looked up, the tested form may be a part): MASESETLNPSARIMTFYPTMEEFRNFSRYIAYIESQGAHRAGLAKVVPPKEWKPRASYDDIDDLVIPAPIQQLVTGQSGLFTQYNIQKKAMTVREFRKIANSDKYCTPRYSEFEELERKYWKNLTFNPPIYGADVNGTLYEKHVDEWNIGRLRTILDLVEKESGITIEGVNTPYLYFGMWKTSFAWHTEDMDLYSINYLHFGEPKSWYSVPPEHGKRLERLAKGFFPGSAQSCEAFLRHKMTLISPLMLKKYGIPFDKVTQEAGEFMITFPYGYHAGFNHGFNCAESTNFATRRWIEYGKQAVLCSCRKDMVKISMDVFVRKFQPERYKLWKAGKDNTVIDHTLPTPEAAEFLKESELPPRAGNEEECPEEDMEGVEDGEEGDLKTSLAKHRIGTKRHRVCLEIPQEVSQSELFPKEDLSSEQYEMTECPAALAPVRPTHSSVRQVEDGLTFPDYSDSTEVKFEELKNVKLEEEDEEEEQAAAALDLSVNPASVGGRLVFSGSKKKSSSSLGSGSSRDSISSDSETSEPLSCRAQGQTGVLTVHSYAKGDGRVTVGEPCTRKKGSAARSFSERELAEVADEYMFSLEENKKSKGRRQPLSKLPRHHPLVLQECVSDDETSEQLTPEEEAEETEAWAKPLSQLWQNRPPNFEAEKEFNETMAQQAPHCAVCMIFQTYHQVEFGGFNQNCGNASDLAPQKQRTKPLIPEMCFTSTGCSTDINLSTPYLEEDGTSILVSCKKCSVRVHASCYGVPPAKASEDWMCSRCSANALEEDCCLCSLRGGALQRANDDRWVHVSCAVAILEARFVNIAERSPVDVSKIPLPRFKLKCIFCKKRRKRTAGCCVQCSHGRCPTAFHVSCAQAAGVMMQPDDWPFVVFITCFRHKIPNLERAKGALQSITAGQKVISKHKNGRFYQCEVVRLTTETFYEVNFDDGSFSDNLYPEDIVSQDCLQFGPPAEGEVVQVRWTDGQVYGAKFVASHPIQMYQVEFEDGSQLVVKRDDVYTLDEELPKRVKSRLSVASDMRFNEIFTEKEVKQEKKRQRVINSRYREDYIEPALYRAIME
# Pin1 inh: inhibitors of human Pin1. Pin1 FP peptide displacement, HiFluor488, 10 min. 0.009% of 390,000 active. Potency, µM (series often up to 115 µM), for the others: top-dose activity, negative = inhibition, hits mostly inhibitors. Q13526; active = well fitted inhibition curve with a large enough effect in the polarisation, with a control signal flat, not every such curve was filed as active; inconclusive = small, poorly fitted or top-dose-only effect, or effect the other way, or a change in a side signal; inactive = no such curve, though single readings can be large or run the other way; the % refers to the polarisation; note: % is set by controls: 0 for no effect and ±100 for the full control effect
# RGS4 inh: human RGS4 inhibition; P49798; Transcreener GDP fluorescence polarization, RGS4-accelerated GTP hydrolysis; Potency, µM (doses to about 114 µM), for inactives: at the highest dose activity change, negative = inhibition, hits mostly inhibitors; 0.039% of 390,000 active; AID 504845; note: % is set by controls: 0 for no effect and ±100 for the full control effect; nearly all actives have a fitted effect of over 75% in size; some results filed as inactive show a strong effect at the top dose
#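 MLSMR compounds (23 nl, pin-transferred) preincubated 10 min at room temperature with a 500nM (2x) first reagent, then RGS4 at 900nM (2x) plus Transcreener GDP mix added; fluorescence polarization (620/688 nm) read before and after 90 min at 30 °C.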
# HP1b binding inh: HP1-beta chromodomain-methylated histone interaction inhibition. AlphaScreen HP1-beta / biotin-H3K9me3 peptide binding. Potency, µM (series often up to 114 µM), without a hit: at the highest dose activity change, negative = inhibition, hits mostly inhibitors. 0.56% of 390,000 active; note: nearly all actives have a fitted effect of over 70% in size; inactives centre near 23
#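 Compound inhibition of the preformed complex between 50 nM HP1-beta and 50 nM biotinylated H3K9me3 peptide was read by AlphaScreen. Buffer was PBS pH 7.4 with 0.01% Tween-20. Incubations ran 30 min at room temperature, with 10 ug/mL donor/acceptor beads.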
# Tb PGK inh: inhibitors of T. brucei phosphoglycerate kinase; P07378; PGK/GAPDH coupled, Kinase-Glo luminescence, 60 min; Potency, µM (doses to about 57.5 µM), without a hit: top-dose activity change, negative = inhibition, actives largely listed as inhibitors; 0.043% of 380,000 active; AID 602233; note: % is set by controls: 0 for no effect and ±100 for the full control effect; nearly all actives have a fitted effect of over 60% in size
#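 Luminescent ATP detection (Kinase-Glo Plus) follows a 60-minute room-temperature incubation, with wells lacking PGK as controls. Buffer: 100 mM TEA (pH 7.6), 5 mM MgCl2, 0.01% Tween-20. Coupling enzyme GAPDH (100 nM final) supplies unstable 1,3-BPG in-well.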
# ALOX12 inh: inhibitors of human 12S-lipoxygenase ALOX12 | 1.1% of 580,000 active | purified 12hLO, xylenol orange hydroperoxide absorbance | P18054 | AID 1671190 | Potency, µM (doses to about 108 µM), without a hit: at the top dose activity change, negative = inhibition, actives largely listed as inhibitors; note: % is set by controls: 0 for no effect and ±100 for the full control effect
#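 Purified human 12hLO at 150 nM in 25 mM Hepes, 0.01% Triton X-100, pH 7.0, preincubated 15 min at room temperature with compound. Reaction started with 40 uM arachidonic acid, 30 min at room temperature. Hydroperoxide measured by Fe-xylenol orange, 573/405 nm absorbance ratio.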
# Active calls of the source: *; i = inactive; u = inconclusive; x = no result given; & = joins results of further samples; [ ] = remark or other dose. Unless noted, calls come from the whole dose curve; as a rule, active = well fitted curve in the direction sought with a large enough effect; inconclusive = small, poorly fitted or top-dose-only effect, or another doubt; inactive = no such curve, though single readings can be large; an effect the other way counts as inactive or inconclusive. Potency is the fitted concentration of half-maximal effect. The list is partial; the hit share may differ from the screen's.
SMILES,GLS inh,TrxR1 inh,ERG Ets-DNA blk,JMJD2A Tudor inh,Pin1 inh,RGS4 inh,HP1b binding inh,Tb PGK inh,ALOX12 inh
CCOCC(=O)Nc1cc(S(=O)(=O)N2CCOCC2)ccc1N1CCCCC1,u,-6%[57.1 µM],-3%,89µM*,7%,-48%,u,6%,14%
CCn1c(SCC(=O)N2CCC(C)CC2)nnc1-c1ccco1,12%,u,10%,6%,6%,12%,17%,5%,2%
O=C(Nc1cc(Cl)cc(Cl)c1)C1C2C=CC3(O2)C1C(=O)N(CCCN1CCOCC1)C3C(=O)NC1CCCCC1 (stereo not given),-18%,-3%[57.1 µM],-4%,-3%,u,-4%,-25%,-1%,-3%
CC(=O)Oc1ccc(C(=O)NCc2ccc3c(c2)OCO3)cc1,-4%,27%,17%,-14%,2%,-24%,53%[activator],-4%,-11%
Cc1[nH]n(C(N)=S)c(=O)c1N=Nc1ccccc1C(F)(F)F,3%,-11%,-14%,u,10%,2%,10%,x,0%
CCCN1CCc2c(sc(NC(=O)CCS(=O)(=O)c3ccccc3)c2C(=O)OC)C1,3%,50µM*,12%,-15%,28%,-18%,25%,0%,0%
CC(=O)Nc1nc(C)c(-c2csc(Nc3ccccn3)n2)s1,2%&0%,0%,4%&2%,-15%,0%&4%,u,18%&-20%,-7%&5%,u
CC(C)N(Cc1ccccc1)C(=O)CN1C(=O)NC(Cc2ccccc2)(c2ccccc2)C1=O (stereo not given),-8%,-12%,4%,-14%,2%,5%,9%,i,-5%
O=C1c2cccnc2C(Nc2ccc(S(=O)(=O)N3CCCCCC3)cc2)N1Cc1ccccc1 (stereo not given),-2%,10%,-17%,-21%,-2%,-19%,12%,-2%,-17%
Cn1nc(C(C)(C)C)c([N+](=O)[O-])c1C(=O)Nc1ccc(Br)cc1,-10%,-8%,7%,-16%,-8%,-13%,29%,0%,46%[activator]
COc1cccc(C(=O)N2CCCC(CCC(=O)NCc3ccc(F)c(F)c3)C2)c1 (stereo not given),-2%,4%[57.1 µM],-1%,4%,-3%,-9%,33%,2%,0%
COc1ccc(OC)c(/C=N/NC(=O)c2csc3ccccc23)c1,-3%,52%,1%,-5%,4%,33%,22%,-3%,5%
O=C(COC(=O)Cc1ccc(F)cc1)NC1CCCC1,0%,-8%,61%[activator],-10%,16%,-9%,1%,-1%,5%
CCN1CCC(N(Cc2ccc3c(c2)OCO3)C(=O)Nc2ccccc2OC)CC1,-8%,15%,-3%,0%,2%,-22%,28%,2%,-16%
Cc1ccc(S(=O)(=O)N2CCN(c3ncnc4scc(-c5ccc(F)cc5)c34)CC2)cc1,-1%,-3%[57.1 µM],9%,-27%,9%,13%,-22%,2%,-4%
O=[N+]([O-])c1ccc(S(=O)(=O)NCCCc2ccccc2)cc1,-9%,u,-7%,u,-1%,-3%,-8%,-4%,-6%
Cc1ccc(N(CCC#N)C(=O)COC(=O)C2CCN(c3ccc(C(F)(F)F)cn3)CC2)cc1,-8%,-3%,15%,-24%,3%,11%,23%,i,u
COc1ccc([C@H]2CC(=O)C=C(c3cccc4c3sc3ccccc34)C2)cc1OC,-6%,17%,9%,-33%,1%,-21%,20%,-1%,2%
CC1CCc2c(sc3ncnc(SCC(=O)Nc4ccc(C(=O)O)cc4)c23)C1 (stereo not given),-12%,4%[57.1 µM],6%,-2%,1%,-15%,15%,-8%,-1%
CCOC(=O)c1sc(NC(=O)c2ccc(S(=O)(=O)N(CC)CC)cc2)nc1C,1%,17%,-7%,-14%[57.1 µM],10%,-5%[56.9 µM],47%[activator],-7%,34%[activator]

# Grouped by structure: the compounds so far containing four or more nitrogen atoms
SMILES,GLS inh,TrxR1 inh,ERG Ets-DNA blk,JMJD2A Tudor inh,Pin1 inh,RGS4 inh,HP1b binding inh,Tb PGK inh,ALOX12 inh
CCn1c(SCC(=O)N2CCC(C)CC2)nnc1-c1ccco1,12%,u,10%,6%,6%,12%,17%,5%,2%
O=C(Nc1cc(Cl)cc(Cl)c1)C1C2C=CC3(O2)C1C(=O)N(CCCN1CCOCC1)C3C(=O)NC1CCCCC1 (stereo not given),-18%,-3%[57.1 µM],-4%,-3%,u,-4%,-25%,-1%,-3%
Cc1[nH]n(C(N)=S)c(=O)c1N=Nc1ccccc1C(F)(F)F,3%,-11%,-14%,u,10%,2%,10%,x,0%
CC(=O)Nc1nc(C)c(-c2csc(Nc3ccccn3)n2)s1,2%&0%,0%,4%&2%,-15%,0%&4%,u,18%&-20%,-7%&5%,u
O=C1c2cccnc2C(Nc2ccc(S(=O)(=O)N3CCCCCC3)cc2)N1Cc1ccccc1 (stereo not given),-2%,10%,-17%,-21%,-2%,-19%,12%,-2%,-17%
Cn1nc(C(C)(C)C)c([N+](=O)[O-])c1C(=O)Nc1ccc(Br)cc1,-10%,-8%,7%,-16%,-8%,-13%,29%,0%,46%[activator]
Cc1ccc(S(=O)(=O)N2CCN(c3ncnc4scc(-c5ccc(F)cc5)c34)CC2)cc1,-1%,-3%[57.1 µM],9%,-27%,9%,13%,-22%,2%,-4%
Cc1ccc(N(CCC#N)C(=O)COC(=O)C2CCN(c3ccc(C(F)(F)F)cn3)CC2)cc1,-8%,-3%,15%,-24%,3%,11%,23%,i,u

# (listing goes on)
SMILES,GLS inh,TrxR1 inh,ERG Ets-DNA blk,JMJD2A Tudor inh,Pin1 inh,RGS4 inh,HP1b binding inh,Tb PGK inh,ALOX12 inh
Cc1cc(C(=O)Nc2ccc(N3CCOCC3)cc2)c2ccccc2n1,21%,-20%,-12%,-24%,-4%,u,-4%,-5%,0%
Cc1cccc(NC(=O)CSc2nc(=O)n(CCN3CCOCC3)c3c2CCCC3)c1C,-4%,7%[57.1 µM],-5%,2%,-2%,-22%,17%,0%,-26%
COc1ccc(C(=O)Nc2ccnn2C2CCN(C(=O)C3CCOC3)CC2)cc1 (stereo not given),14%,17%,-1%,-6%,-1%,18%,32%,-2%,-23%
Cc1c(NC(=O)c2cccc(S(=O)(=O)N3CCOCC3)c2)c(=O)n(-c2ccccc2)n1C,-6%,12%,x,-12%,-12%,0%,23%,-6%,-2%
CC(=O)c1ccc(N2CCN(S(=O)(=O)c3ccc4c(c3)CC(=O)N4)CC2)cc1,9%,-13%[57.1 µM],-1%,-29%[229 µM],16%[230 µM],10%,44%[activator],1%,22%
Cc1ccc(/C(N)=N/OC(=O)CCC2CCCCC2)cc1,-3%,-6%[57.1 µM],0%,61%[activator],2%,30%,97%,3%,2%
CCOC(=O)OCC(=O)C1(O)CCC2C3CCC4=CC(=O)CCC4(C)C3C(O)CC21C (stereo not given),-9%,6%[11.4 µM],-18%,-8%,-9%,1%,47%[activator],-10%,-2%
Cc1ccc(C)c(SCC(=O)NCc2ccco2)c1,-13%,-11%,-1%,-5%,-1%,-12%,11%,-8%,-2%
Cc1cccc(OCC(=O)N/N=C/c2ccc(N(C)C)cc2)c1,24%,-8%,-2%,u,-2%,15%,-29%,0%,6%
CCC12CC3CC(C1)CC(C(=O)Nc1nn[nH]n1)(C3)C2,8%,23%,-3%,25µM*,-5%,8%,2%,i,4%
O=C(N/N=C/c1ccccc1)c1[nH]c2ccc(Br)cc2c1-c1ccccc1,3%,-15%,-1%,-17%,15%,15%,23%,i,-1%
CC(=O)n1cc(N(C(=O)CCl)c2ccc([N+](=O)[O-])cc2)c2ccccc21,-12%,1.1µM*,-9%,-30%,u,-16%,2%,i,u
CC(=O)c1ccc(N2CCC(C)CC2)c(F)c1,-3%,-1%,5%,23%,3%,-27%,72%[activator],-7%,-2%
COc1ccccc1-n1c(SCC(=O)NC(C)(C)C)nnc1-c1ccco1,-8%,8.9µM*,5%,-16%,15%,-18%,49%[activator],i,16%
Cc1cc(NS(=O)(=O)c2cn(C)nc2C)no1,0%,24%,5%,-13%,-6%,-17%,48%[activator],i,14%
CCC(=O)Oc1ccc(C(=O)Nc2cccc(NC(=O)c3ccco3)c2)cc1,2%,14%[0.457 µM],-2%,-7%,5%,11%,7%,21%,17%
CCOc1ccc(NC(=O)Nc2c[nH]c(=O)[nH]c2=O)cc1,5%,5%,3%,-7%,-9%,-4%,41%[activator],-15%,-22%
C=CCNC(=O)c1c[nH]c2ccc(S(=O)(=O)N(C)c3ccc(OCC)cc3)cc2c1=O,0%,11%,-3%,-5%,-3%,5%,26%,-6%,-3%
Clc1ccc(N/N=C/c2cccs2)nn1,-10%,16%[57.1 µM],-3%,-28%,1%,-13%,-4%,0%,-8%
CC1(C)Cc2c(sc(NC(=O)c3ccc(S(=O)(=O)N4CCCC4)cc3)c2C#N)C(C)(C)N1,0%,4%,0%,-15%,-1%,-16%,6%,-2%,13%
